esBAF inh: Bmi1 luciferase reporter increase in mESCs, primary screen, esBAF inhibitor project, mouse ES cells, Bmi1 luciferase knock-in, single point; 24 h; 100% = twice the neutral-well signal; reporter increase, % at 12.5 µM; 350,000 compounds, 2% hits; AID 602393, 2012; in the data active means activation above about 40%; inconclusive means no clear call, values can overlap the other calls;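 further: 0% = median of the plate's neutral control wells and 100% = double that signal; a rise in the Bmi1 reporter signal indicates esBAF inhibition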
ERAP1 HTS inh: human ERAP1 aminopeptidase inhibitors, primary screen, biochemical, single point, plate reader. Endoplasmic reticulum aminopeptidase 1 (Homo sapiens), Q9NZ08. recombinant ERAP1, Leu-AMC fluorescence, 60 min. inhibition, % at 10.7 µM. 340,000 compounds, 0.15% hits;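 active means mean replicate inhibition of at least 30%, or all replicates individually reaching that 30% level; inactive means mean below 30% and not every replicate reaching it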;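 further: 0% = neutral control wells and 100% = L-leucinethiol positive control wells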
Target sequence (Q9NZ08 whole entry, looked up): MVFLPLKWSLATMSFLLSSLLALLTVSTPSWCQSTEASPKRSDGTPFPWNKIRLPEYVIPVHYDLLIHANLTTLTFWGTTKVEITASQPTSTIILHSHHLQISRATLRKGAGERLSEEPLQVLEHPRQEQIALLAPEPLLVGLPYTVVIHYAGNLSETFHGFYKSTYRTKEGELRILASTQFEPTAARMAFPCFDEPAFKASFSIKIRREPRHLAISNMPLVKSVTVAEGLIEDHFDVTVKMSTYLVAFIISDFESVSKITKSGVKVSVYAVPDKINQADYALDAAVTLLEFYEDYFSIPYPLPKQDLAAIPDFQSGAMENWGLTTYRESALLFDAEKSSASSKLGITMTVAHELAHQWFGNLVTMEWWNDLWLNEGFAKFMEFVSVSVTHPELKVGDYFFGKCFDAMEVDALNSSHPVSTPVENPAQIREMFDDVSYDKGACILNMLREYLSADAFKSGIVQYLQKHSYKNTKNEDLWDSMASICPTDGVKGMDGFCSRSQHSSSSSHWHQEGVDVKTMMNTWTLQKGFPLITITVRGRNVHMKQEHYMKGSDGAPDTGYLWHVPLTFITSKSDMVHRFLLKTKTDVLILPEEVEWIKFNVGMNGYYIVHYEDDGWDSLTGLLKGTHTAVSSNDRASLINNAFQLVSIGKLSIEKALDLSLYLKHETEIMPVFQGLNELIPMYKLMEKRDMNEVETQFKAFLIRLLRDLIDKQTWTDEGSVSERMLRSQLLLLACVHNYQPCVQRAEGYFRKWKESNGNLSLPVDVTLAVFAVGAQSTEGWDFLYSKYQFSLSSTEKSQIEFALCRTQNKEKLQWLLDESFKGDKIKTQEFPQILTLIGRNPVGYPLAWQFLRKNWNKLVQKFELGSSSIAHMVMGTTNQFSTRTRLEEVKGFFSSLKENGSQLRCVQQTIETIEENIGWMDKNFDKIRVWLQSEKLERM
RAD52 anneal inh: RAD52 DNA annealing inhibitors, primary screen, biochemical, FRET, single point, set 2; recombinant RAD52 DNA annealing, FRET fluorescence; inhibition, % at 18.7 µM; 360,000 compounds, 0.46% hits; AID 651710, 2012;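 active means every replicate showing at least 50% inhibition; inconclusive means mean inhibition at least 50% but not in every replicate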
ERp5 block: inhibitors of ERp5-driven insulin aggregation, primary screen, biochemical, turbidity, absorbance 650 nm, single point; Protein disulfide-isomerase A6 (Homo sapiens), Q15084; 90 min; inhibition, % at 9.99 µM; 350,000 compounds, 0.05% hits;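 active means mean replicate inhibition above about 25%, with every replicate also reaching it, limit read from the data, passing the limit was not always enough; inconclusive means only one of those two criteria met; inactive means neither criterion met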
S100A4 inh HTS: inhibitors of S100A4-myosin IIA peptide binding, primary screen, biochemical, fluorescence polarization, TAMRA-MyoIIA peptide | AID 652163, 2013 | Protein S100-A4 (Homo sapiens), P26447 | 360,000 compounds, 0.14% hits | inhibition, % at 10.7 µM;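 active means mean inhibition of at least 70% across replicates, with every replicate also reaching that level; inconclusive means mean inhibition reaches 70% but some replicates fall short; inactive means mean inhibition below 70%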
Target sequence (P26447 whole entry, looked up): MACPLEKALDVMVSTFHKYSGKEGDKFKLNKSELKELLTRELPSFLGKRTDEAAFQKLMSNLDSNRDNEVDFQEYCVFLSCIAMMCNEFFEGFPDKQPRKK
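Material: S100A4 monomer (human). Medium: Calcium-containing HEPES buffer, pH 7.2. Probe or stimulus: labelled myosin peptide probe, 5 nM. Compound dosing: one concentration per compound. Timing: polarization read 5 min after assay mix addition, stable 5–60 min. Benchmarks: DMSO as neutral control, TFP as positive control.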
Xi reactivation: activators of inactive X chromosome reactivation, primary screen, imaging, XiGFP fibroblasts, GFP high-content imaging, set 2 | XiGFP mouse fibroblasts, % GFP-positive cells imaging, 3 d; cells co-treated with 5-aza-dC sensitizer; scaled so ellipticine positive control = 100% | activation, % at 7.58 µM | 360,000 compounds, 0.055% hits | AID 743238, 2013;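 active means mean normalized replicate activation at least 10% and every replicate at or above 10%; inconclusive means only one of the two criteria met; inactive means mean below 10% and not all replicates reach 10%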;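 further: 0% = median of on-plate neutral control wells and 100% = ellipticine 6 µM median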
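Material: SV40-immortalized XiGFP fibroblast cells, line 68-5-11 | Buffer or medium: DMEM containing 5-aza-dC | Dosing: One concentration, pinned | Times: 3 d treatment, 15 min room-temperature fixation | Controls: Ellipticine 6 µM positive control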
RAD54 branch: inhibitors of human RAD54 branch migration, primary screen, biochemical, fluorescence, single point | DNA repair and recombination protein RAD54-like (Homo sapiens), Q92698 | RAD54 Holliday junction branch migration, FAM/BHQ fluorescence | inhibition, % at 10.4 µM | 360,000 compounds, 0.14% hits;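 active means mean normalized replicate activity at least 40 and at least half of replicates scoring 40 or more; inconclusive means only one of the two criteria met; inactive means mean below 40 and under half of replicates reaching 40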;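 further: 0% = median of neutral control wells and 100% = median of positive control wells; inhibitors cause a drop in the FAM fluorescence signal; in these data hits start at about 50%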
E-selectin induc: E-selectin induction in HUVECs, primary screen, imaging, HUVEC, immunofluorescence imaging, single point; AID 686992, 2013; activation, % at 7.58 µM; P16581; normalized: neutral wells 0, TNF-alpha wells 100; 260,000 compounds, 0.37% hits;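 active means mean E-selectin-positive cell signal at least 10% of the positive control, reached in at least 60% of replicates, without over 20% cell loss; inconclusive means no rule given, readout overlaps actives, possibly toxicity-flagged; inactive means the rest, including those meeting only one limit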;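 further: in these data hits start at about 27%; measured in HUVEC primary endothelial cells; signal is the percent of cells scored E-selectin positive by PE staining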
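Test system: HUVEC | Signal: Immunofluorescence imaging | Read-out: Percent E-selectin-positive cells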
* = called active by the depositor; ? = inconclusive; · = not tested or not shown.

Structure | Xi reactivation | RAD54 branch | esBAF inh | E-selectin induc | S100A4 inh HTS | RAD52 anneal inh | ERp5 block | ERAP1 HTS inh
COc1ccc(N(C(=O)CCl)C(C(=O)NCCc2ccccc2)c2cccs2)cc1 (centres undefined) | 5.4 | 9 | -3 | · | -3 | -12 | 6 | 3
C[C@@H]1ON(C)[C@H]2C[C@H]3c4[nH]c5cccc(Br)c5c4CCN3C(=O)[C@@H]12 | 1.6 | · | · | 0.2 | -12 | -4 | 4 | -1
COc1ccc(/C=N/Nc2cc(=O)n(C)c(=O)n2C)cc1OC | 0.3 | · | · | · | -1 | -9 | 0 | 4
Cc1cc(=O)oc2cc(OC(C)C(=O)NC3(C#N)CCCCC3)ccc12 (centres undefined) | 0.4 | -8 | 3 | -0.4 | -2 | 2 | -14 | 0
Cc1nc(NC(=O)C2CC2)sc1C(=O)Nc1ccc(Br)cc1 | 0.0 | 9 | 4 | 0.6 | -1 | 1 | 0 | -1
COc1ccc(C2C(C(=O)c3ccco3)=C(O)C(=O)N2c2nnc(C)s2)cc1 (centres undefined) | -0.1 | · | · | -3.7 | -6 | -57 | 8 | 5
CN1CCN(C(=O)c2cc3c(c(-c4cccc(C#CC(C)(C)O)c4)n2)[C@H](CCO)N(S(=O)C(C)(C)C)C3)CC1 (some centres undefined) | 0.1 | 7 | 1 | -1.7 | -39 | -55 | -1 | -5
Cc1ccc(S(=O)(=O)N(C)C[C@@H]2OCCCC[C@H](C)Oc3ccc(NC(=O)Nc4ccc(C(F)(F)F)cc4)cc3C(=O)N([C@@H](C)CO)C[C@H]2C)cc1 | 0.3 | 2 | 0 | · | -2 | -19 | 5 | 2
O=C(C1=COCCO1)N1CCN(S(=O)(=O)c2cccc(F)c2)CC1 | -0.1 | 1 | -1 | -0.5 | -8 | 7 | 6 | -2
COCCNC(=S)N/N=C(\C)c1ccc(OC)cc1 | -0.1 | 7 | · | · | 1 | -1 | 4 | 2

(cont.)
Structure | Xi reactivation | RAD54 branch | esBAF inh | E-selectin induc | S100A4 inh HTS | RAD52 anneal inh | ERp5 block | ERAP1 HTS inh
C[C@H](CO)N1C[C@H](C)[C@H](CN(C)CC2CCCC2)Oc2ncc(C#Cc3cccc(F)c3)cc2C1=O | 0.0 | 4 | 7 | 0.0 | 10 | 3 | 4 | -2
O=C(NCC1CCN(C(=O)c2ccc([N+](=O)[O-])cc2)CC1)C(=O)Nc1ccccc1 | 0.1 | · | · | · | 4 | -16 | 7 | -2
CCCCN(C(=O)CSCC(=O)Nc1cccc(C)c1)c1c(N)n(CCCC)c(=O)[nH]c1=O | 0.3 | 0 | -1 | -2.2 | 0 | -15 | -7 | 3
O=C1CSC(c2ccc([N+](=O)[O-])cc2)N1c1ccccc1 (centres undefined) | 0.3 | -4 | -12 | 0.1 | -2 | -7 | -4 | -3
CC(=O)Nc1ccc(S(=O)(=O)NNC(=S)NCC2CCCO2)cc1 (centres undefined) | 0.0 | 14 | -4 | 1.1 | -1 | -10 | -3 | 0
COCC(=O)N1[C@@H]2c3ccc(C4=CCCC4)c(=O)n3C[C@@H]2[C@@H](CO)[C@@H]1C(=O)N1CCN(C)CC1 | 0.8 | · | · | -0.2 | 3 | 0 | -2 | 1
N#Cc1c(C(F)(F)F)cc(-c2ccccc2)nc1SCCN1CCOCC1 | · | -15 | 1 | · | 3 | -45 | 4 | -1
O=C1CCCCN1CCC(=O)N1CCCC(Nc2ccc(F)c(F)c2)C1 (centres undefined) | 0.3 | -5 | -1 | · | 2 | -14 | -7 | 2
O=C(NCC1CCCO1)C(=O)N/N=C/c1ccc(OCc2ccccc2Cl)cc1 (centres undefined) | 0.0 | 3 | ? | 0.1 | 3 | -12 | -5 | -1
CC(C)OC(=O)CC1C(=O)NCCN1C(=S)NC(=O)c1ccccc1 (centres undefined) | 0.1 | · | · | · | -3 | -8 | 3 | -8

Next part
Structure | Xi reactivation | RAD54 branch | esBAF inh | E-selectin induc | S100A4 inh HTS | RAD52 anneal inh | ERp5 block | ERAP1 HTS inh
CCC1Sc2ccc(S(=O)(=O)CCC(=O)N3CCc4ccccc43)cc2NC1=O (centres undefined) | 0.0 | -2 | -8 | · | 0 | -6 | -3 | 1
Cc1ccc(C(=O)NNC(=O)c2ccc(Br)s2)cc1S(=O)(=O)N1CCOCC1 | 0.3 | 7 | 5 | -0.7 | -1 | -6 | 2 | 5
O=C(NCCS(=O)(=O)N1CCCCCC1)c1ccc(F)cc1 | 0.1 | -2 | 1 | 1.4 | -2 | -4 | -4 | -1
O=C(Nc1ccccc1)c1cc([N+](=O)[O-])ccc1N1CCCCC1 | 0.2 | -3 | 0 | 0.5 | -4 | -18 | -12 | -4
C[C@H]1CN([C@@H](C)CO)C(=O)c2cc(NS(=O)(=O)c3ccccc3)ccc2O[C@H]1CN(C)Cc1ccc(C(=O)O)cc1 | 0.0 | -2 | -1 | 4.1 | 3 | -1 | 3 | -2
O=C(c1cccc(Br)c1)N1CCN(C(=O)N2CCCCC2)CC1 | · | -1 | 1 | · | -1 | -7 | 3 | -1
CCCNC(=O)C[C@H]1CC[C@H]2[C@@H](COC[C@@H](O)CN2C(=O)Nc2ccccc2OC)O1 | 0.0 | 0 | -1 | 0.1 | 14 | 9 | -4 | 0
CSc1ccc(CN2CCCC(N3CCN(c4ccccc4)CC3)C2)cc1 (centres undefined) | 0.0 | 7 | -3 | · | -7 | -19 | 0 | 0
COc1ccc2sc(-c3ccccc3OC)c(-c3ccc(OCCN(C)C)cc3)c2c1 | 0.0 | 8 | -13 | -0.2 | -5 | 7 | 5 | -3
COc1ccccc1-c1cn(CC[C@@H]2CC[C@H](NC(=O)C3CCCC3)[C@H](CO)O2)nn1 | 0.2 | · | · | -0.2 | 34 | 3 | 2 | 1

The results go on.
Structure | Xi reactivation | RAD54 branch | esBAF inh | E-selectin induc | S100A4 inh HTS | RAD52 anneal inh | ERp5 block | ERAP1 HTS inh
CCCN1[C@@H]2c3ccc(-c4ccccc4)c(=O)n3C[C@H]1[C@H](CO)[C@H]2C(=O)NCC | 0.1 | -12 | 2 | 0.0 | -34 | -11 | 3 | -1
Cc1cccc(Nc2ncnc3onc(-c4cccc(Cl)c4)c23)c1C | 0.0 | -10 | -6 | -0.2 | 0 | -13 | 6 | 1
COc1ccc(S(=O)(=O)N(C)C[C@@H]2OCCCC[C@H](C)Oc3ccc(NS(=O)(=O)c4ccc(C)cc4)cc3C(=O)N([C@@H](C)CO)C[C@H]2C)cc1 | 0.5 | 13 | 3 | -0.1 | 0 | -13 | -1 | 0
CC1CCCN(C(=O)Cn2c3ccccc3c3nc4n(c(=O)c32)CCS4)C1 (centres undefined) | 0.1 | -2 | 8 | -0.1 | -3 | -6 | 1 | 0
COc1ccc(CN(C)C[C@H]2Oc3c(NC(=O)c4ccncc4)cccc3C(=O)N([C@@H](C)CO)C[C@@H]2C)cc1 | -0.1 | -8 | 2 | -13 | -2 | 3 | -3 | 7
O=C(NCc1ccccn1)C1CCN(S(=O)(=O)N2CCC3(CC2)OCCO3)CC1 | 0.1 | 1 | 0 | -0.3 | · | · | · | ·
CC(C)NC(=O)Nc1ccc2c(c1)CC(=O)N([C@@H](C)CO)C[C@H](C)[C@@H](CN(C)CC1CCCCC1)O2 | 0.2 | -8 | 0 | 1.0 | -4 | 17 | -3 | 3
CCCNC(=O)Nc1ccc2c(c1)C(=O)N(C)C[C@H](OC)[C@@H](C)CN(Cc1ccncc1)[C@@H](C)CO2 | -0.2 | -10 | -3 | -0.1 | · | · | · | ·
Cn1cccc1Cc1nnc(SCC(=O)NCC2CCCO2)n1-c1ccc(F)cc1 (centres undefined) | 0.2 | -4 | -3 | 0.0 | 0 | -17 | 7 | -2
COc1cccc(C(=O)O)c1OS(=O)(=O)c1ccc(C)cc1 | 0.1 | -1 | · | 0.4 | -2 | -10 | -2 | -10

Among those listed so far, these have a COOH group:
Structure | Xi reactivation | RAD54 branch | esBAF inh | E-selectin induc | S100A4 inh HTS | RAD52 anneal inh | ERp5 block | ERAP1 HTS inh
C[C@H]1CN([C@@H](C)CO)C(=O)c2cc(NS(=O)(=O)c3ccccc3)ccc2O[C@H]1CN(C)Cc1ccc(C(=O)O)cc1 | 0.0 | -2 | -1 | 4.1 | 3 | -1 | 3 | -2
COc1cccc(C(=O)O)c1OS(=O)(=O)c1ccc(C)cc1 | 0.1 | -1 | · | 0.4 | -2 | -10 | -2 | -10

(listing goes on)
Structure | Xi reactivation | RAD54 branch | esBAF inh | E-selectin induc | S100A4 inh HTS | RAD52 anneal inh | ERp5 block | ERAP1 HTS inh
Cc1cc(C)cc(Nc2nc3ccccc3c(=O)[nH]2)c1 | 0.0 | · | · | · | -5 | -4 | 2 | 2
CC(C)CC(N)c1csc(Nc2ccc(C(=O)NCCO)cc2)n1 (centres undefined) | 0.2 | 1 | -9 | 0.0 | -4 | 9 | 1 | -4
COc1ccc(/C=C/C(=O)NC(=S)NCC2CCCO2)cc1 (centres undefined) | 0.1 | · | · | · | -6 | -14 | 2 | -1
COc1ccc(OC)c(NC(=O)c2ccc(CSc3nnc(C)s3)cc2)c1 | 0.2 | 1 | 1 | · | -11 | -5 | -2 | 1
Cc1ccc(NC(=O)CSc2n[nH]c(C)c2[N+](=O)[O-])cc1C | 0.0 | · | · | 1.5 | -2 | 1 | 11 | -3
COCc1nc2oc3ccc(F)cc3c(=O)c2cc1C(=O)OC | -0.1 | 6 | 33 | · | -2 | -19 | 1 | 1
O=C(COC(=O)c1ccc(F)c(S(=O)(=O)N2CCOCC2)c1)Nc1ccc2[nH]c(=O)[nH]c2c1 | 0.4 | -4 | 2 | · | -2 | -14 | -3 | 6
C[C@@H]1CN([C@@H](C)CO)C(=O)c2cc(NC(=O)Nc3ccc4c(c3)OCO4)ccc2O[C@@H]1CN(C)Cc1ccc(Oc2ccccc2)cc1 | -0.1 | 2 | -1 | -0.1 | 5 | -5 | 11 | 1
C[C@H](CO)N1C[C@H](C)[C@H](CN(C)C(=O)Nc2cccc3ccccc23)Oc2ccc(NC(=O)Cn3cnnn3)cc2C1=O | 0.3 | -2 | -4 | -2.0 | 12 | -10 | 3 | -2
CCNC(=O)C[C@@H]1CC[C@@H]2[C@H](COc3ccc(NC(=O)Nc4cccc(Cl)c4)cc3C(=O)N2C)O1 | 0.2 | -9 | -4 | 0.1 | -9 | -6 | 1 | 1
O=C(O)c1cc(S(=O)(=O)Nc2ccc(N3CCCCC3)cc2)ccc1Cl | 0.0 | -6 | -3 | · | -38 | -3 | 4 | 2
CO[C@H]1CN(C)C(=O)c2cc(NC(=O)C3CC3)ccc2OC[C@H](C)N(C(=O)C2CCCCC2)C[C@@H]1C | -0.2 | · | · | -0.3 | -3 | 0 | 2 | -3
CCN(CC(=O)Nc1ccc(NC(C)=O)cc1)C(=O)c1cc(-c2ccccc2)nn1-c1ccccc1 | 0.2 | 2 | -3 | · | 9 | -15 | 8 | 0
